FLuc inh: qHTS Assay for Inhibitors of Firefly Luciferase | Luciferin 4-monooxygenase (Photinus pyralis), P08659 | purified firefly luciferase, luminescence, 8 min | Potency, µM (doses to about 57.1 µM), for inactives: top-dose activity change, negative = inhibition, actives largely listed as inhibitors | 72,000 tested, 2.2% active | AID 411, 2009; also: potency is read from the fitted curve at half-maximal effect; % is scaled to controls: 0 for no effect and ±100 for the full control effect; nearly all actives have a fitted effect of over 40% in size
Target sequence (P08659 whole entry, looked up): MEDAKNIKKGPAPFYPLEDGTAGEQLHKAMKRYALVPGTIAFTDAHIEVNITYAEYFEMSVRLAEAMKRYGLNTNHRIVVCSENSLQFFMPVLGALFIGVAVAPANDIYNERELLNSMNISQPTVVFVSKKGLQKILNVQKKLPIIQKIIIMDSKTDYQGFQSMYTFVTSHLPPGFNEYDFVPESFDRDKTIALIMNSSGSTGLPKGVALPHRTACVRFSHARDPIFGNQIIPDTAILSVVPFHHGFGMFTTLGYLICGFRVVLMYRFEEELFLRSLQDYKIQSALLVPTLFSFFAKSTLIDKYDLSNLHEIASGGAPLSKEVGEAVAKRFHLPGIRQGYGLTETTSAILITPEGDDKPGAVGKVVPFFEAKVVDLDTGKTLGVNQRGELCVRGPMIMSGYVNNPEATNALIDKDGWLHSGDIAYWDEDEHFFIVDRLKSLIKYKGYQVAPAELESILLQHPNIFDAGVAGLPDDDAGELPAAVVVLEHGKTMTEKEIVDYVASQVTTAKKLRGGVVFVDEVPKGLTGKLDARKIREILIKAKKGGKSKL
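qHTS concentration-response profiling: light output of P. pyralis luciferase with luciferin and 10 uM ATP, imidazole buffer pH 7.2. Read by luminescence after 8-min room-temperature incubation.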
Hsp90 Hop PPI: qHTS Assay for Disrupters of an Hsp90 Co-Chaperone Interaction; AlphaScreen TPR2A-His6 binding biotin-Hsp90 C-terminal peptide; Potency, µM (titrated, usually from 57 µM), without a hit: at the highest dose activity change, negative = inhibition; AID 595, 2007; 71,000 tested, 0.44% active; active = well fitted curve in either direction with a large enough effect; inconclusive = small, poorly fitted or top-dose-only effect, or another doubt; also: potency is read from the fitted curve at half-maximal effect; % is scaled to controls: 0 for no effect and ±100 for the full control effect; many of its hits are not listed in these tables
Epigenetic mod: qHTS Assay for Epigenetic Modulators. mouse C127i GFP locus derepression, cytometry, 30 h. Potency, µM (titrated, usually from 46.1 µM), for the others: at the top dose GFP derepression (activation). 68,000 tested, 0.09% active. AID 597, 2007; also: % of control where 0% means no effect
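Derepression screen: silenced CMV-GFP reporter in murine C127i cells, 30 h compound incubation at 37 C, washed cells imaged by laser-scanning cytometer to enumerate GFP-expressing objects of 20 to 120 um.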
HBB splicing: qHTS Assay for Modulators of Hemoglobin Beta Chain Splicing. HBB splicing reporter cell assay, activation; EGFP reporter with mutant IVS2-654 intron; response scale: normalised to 500 nM splice-correcting PNA. Potency, µM (doses to about 46.1 µM), for the others: at the highest dose activation, usual class: activators. 65,000 tested, 0.06% active; also: potency is read from the fitted curve at half-maximal effect; 0% is about no effect
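Compounds were applied for 2 days to HeLa EGFP-654 cells, 500/well in Optimem with 2% FCS. The reporter's EGFP is disrupted by mis-splicing of beta-globin intron IVS2-654. Readout: summed well GFP fluorescence from 488 nm laser scanning; reference was 500 nM antisense […] 654 PNA.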
CRE Fsk mod: Cell signaling CRE-BLA (Fsk stim); 71,000 tested, 2.5% active; Potency, µM (top dose mostly 38.2 µM), inactives show at the highest dose activity change, negative = inhibition, actives largely listed as activators; AID 662, 2007; CHO CRE-bla reporter (cAMP response element driving beta-lactamase), forskolin EC10, beta-lactamase ratio; active = well fitted activation curve with a large enough effect in the signal ratio, with a control signal flat, not every such curve was filed as active; inconclusive = small, poorly fitted or top-dose-only effect, or effect the other way, or a change in a side signal; the % refers to the signal ratio; also: potency is read from the fitted curve at half-maximal effect; % of control where 0% means no effect
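CRE-bla CHO reporter cells treated with compound titration plus EC10 NKH 477 (water-soluble forskolin), incubated 3 h at 37 °C; CCF4 loading 2 h at room temperature, 460/530 nm emission ratio read, AC50 values derived for positive or negative modulators.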
TexasRed autofl: qHTS Assay for Spectroscopic Profiling in Texas Red Spectral Region | Compound fluorescence, Texas Red channel, 547/618 nm; stronger effect = higher value | max dye-equivalent concentration, M | 59,000 tested, 0.06% active | AID 587, 2007; in the data active = max dye-equivalent concentration above about 10 nM; inconclusive = between about 1.1 nM and that limit
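Dye-equivalent concentrations come from scaling compound signal (ex 547, em 618 nm) to six Texas Red standard concentrations run on every plate, after 15 min room-temperature incubation in pH 8.0 Tris (100 mM).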
4-MU autofl: qHTS Assay for Spectroscopic Profiling in 4-MU Spectral Region | compound autofluorescence, 340/450 nm, 4-MU equivalents; stronger effect = higher value | max dye-equivalent concentration, M | 59,000 tested, 11% active | AID 589, 2007; in the data active = max dye-equivalent concentration above about 10 nM; inconclusive = mostly about 1.1 nM to 9.6 nM
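Compounds in 100 mM Tris, pH 8.0, incubated 15 min at room temperature, then fluorescence read at 340 nm excitation/450 nm emission. Signal converted to 4-MU dye-equivalent concentration using an on-plate six-point 4-MU standard curve.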
Fluorescein autfl: qHTS Assay for Spectroscopic Profiling in Fluorescein Spectral Region; Compound autofluorescence, 480/540 nm, fluorescein-equivalent; stronger effect = higher value; max fluorescein-equivalent concentration, M; 59,000 tested, 0.91% active; AID 593, 2007; in the data active = max fluorescein-equivalent concentration above about 10 nM; inconclusive = between about 1.1 nM and that limit
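Compounds were pin-transferred into 100 mM Tris buffer, pH 8.0, and incubated 15 min at room temperature. Fluorescence was read at 480 nm excitation/540 nm emission. Signals were normalized to an on-plate six-point fluorescein standard curve as dye-equivalent concentration.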
ERK AVP inh: qHTS Assay for Inhibitors of the ERK Signaling Pathway using a Homogeneous Screening Assay; 72,000 tested, 0.99% active; Potency, µM (series often up to 57.5 µM), inactives show at the top dose activity, negative = inhibition, most hits filed as inhibitors; HEK293-V1b, vasopressin-stimulated pERK AlphaScreen; also: potency is read from the fitted curve at half-maximal effect; % is scaled to controls: 0 for no effect and ±100 for the full control effect; nearly all actives have a fitted effect of over 55% in size
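V1b-HEK293 cells; cpd 30 min 37C; 25 nM vasopressin 5 min; lyse 10 min; AlphaScreen beads 5 hr RT. Normalized to DMSO basal and 25 nM vasopressin; AC50 by Hill fit.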
UbGFP stabilizer: Ubiquitin-GFP Assay. Ubiquitin-GFP reporter cells, proteasome inhibition, GFP fluorescence; response scale: untreated = 0%, 10 µM MG-132 = 100%. AID 526, 2006. 67,000 tested, under 10 active. Potency, µM (top dose mostly 45.9 µM), for inactives: at the top dose activation (GFP accumulation), actives largely listed as activators; active = well fitted activation curve with a large enough effect, not every such curve was filed as active; inconclusive = small, poorly fitted or top-dose-only effect, or another doubt; inactive = no such curve, though single readings can be large or run the other way; also: potency is read from the fitted curve at half-maximal effect
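Reporter cells (U2OS, ubiquitin-G76V-GFP fusion) are plated overnight, then treated 4 hr at 37 °C with compound titrations from 46 uM down to 2.9 nM. Activity is scaled against untreated cells and 10 uM MG-132.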
A350 autofl: qHTS Assay for Spectroscopic Profiling in A350 Spectral Region. AID 590, 2007. 59,000 tested, 11% active. max dye-equivalent concentration, M. Compound autofluorescence, 340/450 nm, Alexa 350 dye-equivalents; stronger effect = higher value; in the data active = max dye-equivalent concentration above about 10 nM; inconclusive = mostly about 1.1 nM to 9.6 nM
The depositor's hits bear a star; i = inactive; ? = inconclusive; / = not tested or not shown; [ ] = another dose, or the depositor's remark. Unless noted, calls follow the shape of the dose curve; as a rule, active = well fitted curve in the direction sought with a large enough effect; inconclusive = small, poorly fitted or top-dose-only effect, or another doubt; inactive = no such curve, though single readings can be large; an effect the other way counts as inactive or inconclusive. A portion of the library; the hit share may differ from the screen's.

canonical_smiles | Epigenetic mod | CRE Fsk mod | A350 autofl | UbGFP stabilizer | ERK AVP inh | 4-MU autofl | Fluorescein autfl | Hsp90 Hop PPI | TexasRed autofl | FLuc inh | HBB splicing
CC(C)c1ccccc1N1CC(C(=O)O)CC1=O (stereo unspecified) | -2% | ? | i | -3% | -1% | i | ? | 0% | ? | 2% | -0.9%
COC(=O)Cc1c(C)c2ccc(OCC(=O)N3CCOCC3)cc2oc1=O | 2% | 1% | 1.7e-08M* | -1% | -26% | 1.4e-08M* | i | 0% | ? | -1% | 0.9%
Cc1cc(C)c2c(c1)-c1c(ssc1=S)C(C)(C)N2C(=O)CSc1nncn1C | 0% | ? | / | 21%[9.17 µM] | -20% | / | / | -27%[11 µM] | / | -2% | 0.7%[0.0738 µM]
O=C(CCNC(=O)Cn1ccc2ccccc2c1=O)NCCCN1CCN(c2ccccc2F)CC1 | 0% | -7% | i | 3% | 20% | i | i | 1% | i | 1% | 1.1%
CC(=O)Nc1cc(-c2nn(CC(=O)N3CCCCC3)c(=O)c3ccccc23)ccc1N1CCOCC1 | 4% | ? | i | 1% | -5% | i | ? | -1% | i | -2% | -0.8%
CC(C)C(c1nnnn1Cc1ccccc1)N1CCc2ccccc2C1 (stereo unspecified) | -3% | -2% | ? | -3% | -1% | ? | i | 6% | i | 2% | /
Cc1ccnc2nc(C(=O)N3CCN(S(=O)(=O)c4ccccc4)CC3)nn12 | 4% | -4% | i | -3% | 15% | i | i | -4% | i | 1% | 0.1%[57.5 µM]
O=C(C1CCC1)N1CCc2cc(S(=O)(=O)Nc3ccc4c(c3)OCO4)ccc21 | -1% | ? | i | -18% | -21% | i | i | -9% | i | -2% | -0.8%
c1ccc(SCc2nc(-c3cccnc3)no2)cc1 | 0% | 5% | i | 5% | -8% | i | ? | -2% | i | -15% | 0.3%
COc1ccc(Nc2cc(C)nc3nc(C)nn23)cc1Cl | -2% | ? | / | 0% | -8% | / | / | 1% | / | -1% | 3.4%
c1ccc(Cn2nnnc2CN2CCN(Cc3ccc4c(c3)OCO4)CC2)cc1 | 1% | -15% | i | -1% | 0% | i | ? | -1% | i | 1% | 1.7%[57.5 µM]
Cc1cccc(-n2ncc3c(N)ncnc32)c1 | 0% | ? | i | -3% | -18% | i | i | -1% | ? | -15% | -3.0%[57.5 µM]
CCOc1ccc(CCNC(=O)CCc2nc(-c3ccc(OC)cc3)no2)cc1OCC | 0% | ? | i | -2% | 3% | i | i | 2% | i | 2% | 3.0%
Cc1cc(C)nc(N(C#N)CN2C(=O)c3ccccc3C2=O)n1 | -3%[20.6 µM] | / | i | / | / | i | ? | / | i | -1%[25.5 µM] | /
O=C(CCN1C(=O)C2C3C=CC(C3)C2C1=O)N1CCN(c2ccccc2Cl)CC1 (stereo unspecified) | 8% | -25% | i | -8% | 0% | i | i | -3% | i | -1% | -2.6%
O=C1C(Cl)=C(Nc2ccccc2O)C(=O)N1c1ccccc1 | 0% | -6% | i | 6% | -10% | i | ? | -8% | ? | -16% | /
CCCC(c1nnnn1Cc1cccs1)N1CCN(C2CCCC2)CC1 (stereo unspecified) | 1% | 0% | i | 4% | 3% | i | i | -1% | ? | 1% | 0.0%[57.5 µM]
COc1ccc(Cl)cc1N1C(=O)C2CCCN2C1c1ccc(F)cc1 (stereo unspecified) | -2% | -4% | / | 2% | -5% | / | / | 3% | / | -1% | 0.2%
O=C1CC(c2ccco2)CC(O)=C1C=NCCN1CCNCC1 (stereo unspecified) | -2% | 0% | / | 3% | -13% | / | / | -4% | / | 2% | -2.8%
COc1ccc(-n2c(=O)c(C)nc3cnc(N(C)C)nc32)cc1 | 2%[9.22 µM] | 13µM* | 1.6e-08M* | -4% | -1% | 1.3e-08M* | i | 0% | i | 1%[11.4 µM] | -1.7%
Cc1ccc(CCNC(=O)c2nnn(-c3cccc(C)c3)c2N)cc1 | 0% | ? | i | -1% | 18% | i | i | 2% | i | 0% | -1.1%
CC1(C)CC(N2CN(C3CCCCC3)CC2=O)CC(C)(C)N1 | -2% | -1% | / | 4% | -18% | / | / | 2% | / | -4% | 0.9%
Cc1ccc(-n2ncc3c(NCc4cccnc4)ncnc32)c(C)c1 | 4%[20.6 µM] | / | i | / | / | i | i | / | i | 0%[25.5 µM] | /
CCn1cc(Cl)c(C(=O)Nc2nc3ccccc3n2CCN2CCCCC2)n1 | / | -3% | / | -6% | 0% | / | / | -7%[2.3 µM] | / | 1% | -0.8%
COc1cc(CC(=O)Oc2ccc3c(c2)OCO3)cc(OC)c1OC | 0% | 8% | i | 1% | -7% | i | ? | -1% | ? | 1% | 1.1%
COC(=O)c1sc(NC(=O)C2CCCO2)c(C(=O)OC)c1C (stereo unspecified) | 4% | ? | i | 8% | -17% | i | i | -1% | i | 1% | -1.8%
CCC(C)(C(=O)Nc1ccc2c(c1)OCCO2)N(C(C)=O)c1ccc(C(N)=O)cc1 (stereo unspecified) | -3% | ? | i | 3% | 12% | i | i | -4% | i | 1% | -1.6%
O=C(NCCNC(=O)C(F)(F)F)c1ccncc1 | -3% | -16% | i | 3% | 6% | i | ? | -4% | i | 0% | 8.4%
NC(=O)CS(=O)(=O)c1nc2ccccc2n1CC(=O)N1CCCCC1 | 0% | 17% | i | -2% | -12% | i | i | -7% | ? | 1% | -0.2%
c1nc(NC2CC2)c2cc(-c3ccoc3)ccc2n1 | 3%[9.22 µM] | -17% | i | -3% | ? | i | ? | -8% | i | 4%[2.29 µM] | -1.1%
O=C(Oc1ccc(-n2cnnn2)cc1)c1ccco1 | -1% | 0% | i | 4% | -11% | i | i | 1% | i | 0% | /
COC(=O)c1ccccc1NC(=O)C1CCCN(S(C)(=O)=O)C1 (stereo unspecified) | 3% | ? | i | 0% | -13% | i | i | 1% | i | 1% | 0.5%
Cc1cc(-n2nc(C)cc2C)nc(NS(=O)(=O)c2ccccc2)n1 | -2% | ? | / | 0% | 16% | / | / | -2% | / | 2% | -4.3%
COC(=O)c1ccc2c(=O)n(CCO)c(=S)[nH]c2c1 | 5% | 4% | ? | -1% | 11% | ? | i | -2% | i | 3% | 1.5%
COc1cccc(NC(=O)/C=C\c2ccc(Cl)cc2)c1 | 1% | ? | / | 5% | 32µM* | / | / | 9% | / | 0% | /
COc1ccc(S(=O)(=O)NCCCCCC(=O)NCCCN2CCOCC2)cc1 | -3% | 0% | i | 17% | 14% | i | i | -1% | i | -2% | 3.6%[1.84 µM]
CCC(=O)Nc1nnc(CSCc2ccccc2)s1 | 0% | 21% | i | -1% | 6% | i | i | -5% | i | 1% | /
CC(C)(C)c1nnc(NC(=O)CN2C(=O)C3C4C=CC(C4)C3C2=O)s1 (stereo unspecified) | 7% | -4% | i | 7% | 36%[activator] | i | ? | -6% | ? | 1% | -0.1%
CCN(c1cccc(C(F)(F)F)c1)S(=O)(=O)c1ccc2c(c1)CCN2C(=O)C1CC1 | -1% | ? | i | 12% | -1% | i | i | 2% | i | 0% | -3.1%
COc1cccc(N(CC(=O)NCc2cccnc2)S(C)(=O)=O)c1 | 2% | -1% | / | -1% | -7% | / | / | -2% | / | -2% | -1.0%
Cn1c(OCc2ccco2)nc2c1c(=O)n(Cc1ccc(Cl)c(Cl)c1)c(=O)n2C | 2%[20.6 µM] | / | i | / | / | i | ? | / | i | 0%[25.5 µM] | /
COc1ccc(C(C#N)C2(C)OCCO2)cc1OC (stereo unspecified) | -2% | 23% | / | 6% | -6% | / | / | -3% | / | 0% | -1.2%[9.22 µM]
COC(=O)c1nn2c(C(F)(F)F)cc(-c3ccc(Br)o3)nc2c1Br | ? | / | ? | / | / | ? | ? | / | i | -1%[25.5 µM] | /
CCc1ccc(N2CCCn3c2nc2c3c(=O)n(CCN3CCOCC3)c(=O)n2C)cc1 | -2% | ? | i | / | -21% | i | ? | ? | i | 3% | 3.6%[0.369 µM]
COc1ccccc1-c1cc(C(=O)Nc2cc(C)on2)no1 | -2% | -3% | i | -13% | 22% | i | i | ? | i | 2% | 0.1%
Cc1nc2cc(-n3ccc(=O)cc3)ccc2n1-c1ccccc1 | 1% | ? | i | 1% | -4% | i | ? | -2% | i | 3% | 0.5%
COC(=O)C1=C(C)NC(C)=C(C(=O)OC)C1c1cc2cc(C)ccc2[nH]c1=O | -1% | -6% | 2e-07M* | -2% | -5% | 1.5e-07M* | ? | -1% | i | 0% | -4.7%
